hgDAF12 agonist – hgDAF-12 agonism, primary luciferase screen; HEK293 GAL4-hgDAF12 UAS-luciferase reporter, agonist luminescence; normalized to butyrate control; activation, % at 6.8 µM; actives 1.8% (n = 370,000); AID 687014;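 active means activation above a cutoff set at the mean of all screened compounds plus 3 SD, cut at about 10% in these data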;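 further: 0% = DMSO wells and 100% = sodium butyrate wells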
hcDAF-12 act – activates DAF-12 receptor from parasite H. contortus. activation, % at 6.8 µM. HEK293 hcDAF-12 lit1-tk-luc reporter, luminescence; 0% DMSO, 100% Δ7-dafachronic acid. actives 1.4% (n = 370,000). AID 652067;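 active means activation above the mean of all tested compounds plus 3 SD, cut at about 5.5% in these data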;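 further: 100% = response to 3 µM Δ7-dafachronic acid high control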
DAX1 inh-1 – inhibits human nuclear receptor DAX1; HEK293 Gal4-DAX1 luciferase reporter, luminescence; inhibition, % at 6.75 µM; actives 0.99% (n = 340,000); AID 504766;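 active means inhibition above the mean over all tested compounds plus 3 SD, cut at about 4.2% in these data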;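 further: 0% = DAX1-transfected cells with DMSO and 100% = empty-vector control cells with DMSO; inhibition shows as a rise in luminescence from relieved DAX1 repression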
ssDAF-12 act – activators of S. stercoralis DAF-12 nuclear receptor; HEK293 ssDAF-12/GRIP1 lit1-tk-luc reporter, luminescence; % of 3 µM dafachronic acid response; activation, % at 6.8 µM; actives 1% (n = 370,000); AID 652126;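 active means activation above the mean over all tested compounds plus 3 SD, cut at about 0.9% in these data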;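 further: 0% = DMSO-only wells and 100% = 3 µM delta7-dafachronic acid wells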
ADAM17 inh – ADAM17 inhibition, QFRET primary screen; P78536; inhibition, % at 6.95 µM; recombinant ADAM17, EDANS/DABCYL FRET peptide cleavage; actives 0.83% (n = 370,000); AID 720648;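 active means inhibition above the mean of compounds lying between control limits plus 3 SD, set per campaign, cut at about 8.5% in these data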;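 further: 0% = DMSO-only wells as the low control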
Target sequence (P78536 215-824 limits assumed): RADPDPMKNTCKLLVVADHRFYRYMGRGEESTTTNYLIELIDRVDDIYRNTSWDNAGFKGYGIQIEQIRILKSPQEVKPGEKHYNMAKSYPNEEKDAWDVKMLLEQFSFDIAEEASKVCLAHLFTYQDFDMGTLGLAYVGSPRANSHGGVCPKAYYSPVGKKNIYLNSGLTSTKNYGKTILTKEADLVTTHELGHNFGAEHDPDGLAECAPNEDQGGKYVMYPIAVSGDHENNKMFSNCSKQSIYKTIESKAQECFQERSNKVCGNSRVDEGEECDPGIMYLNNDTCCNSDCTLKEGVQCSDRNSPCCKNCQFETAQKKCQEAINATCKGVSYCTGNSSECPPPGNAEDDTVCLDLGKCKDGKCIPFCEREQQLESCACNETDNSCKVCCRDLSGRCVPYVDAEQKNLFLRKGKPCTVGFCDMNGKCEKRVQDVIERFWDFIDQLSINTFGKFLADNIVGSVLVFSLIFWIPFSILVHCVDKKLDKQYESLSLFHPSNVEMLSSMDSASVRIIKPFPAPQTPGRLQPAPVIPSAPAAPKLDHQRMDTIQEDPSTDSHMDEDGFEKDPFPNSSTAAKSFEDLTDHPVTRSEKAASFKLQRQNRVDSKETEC
SMARCA2 activ – SMARCA2 function activation, primary screen | MG213 cells, MMTV-luciferase reporter, dexamethasone, overnight | activation, % at 9.1 µM | actives 1% (n = 370,000); in the data active means activation above about 7.8%;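 further: 0% = vehicle wells and 100% = reference activator wells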
NR1D1 modulator – modulators of human Rev-erb alpha DNA binding. actives 0.79% (n = 370,000). Rev-erbα–FITC-DNA binding, fluorescence polarization, 90 min. activity, % at 10 µM;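 active means activity above about 14%, limit read from the data; passing the limit was not always enough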;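 further: 0% = DMSO wells with 35 nM protein and 100% = DMSO wells with 750 nM protein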
MBD2 DNA inh – MBD2-methylated oligo binding inhibition | Q9UBB5 | TR-FRET, MBD2 binding to methylated oligonucleotide | inhibition, % at 4.4 µM | actives 0.31% (n = 370,000) | AID 686964; in the data active means inhibition above about 13%
Target sequence (Q9UBB5 whole entry, looked up): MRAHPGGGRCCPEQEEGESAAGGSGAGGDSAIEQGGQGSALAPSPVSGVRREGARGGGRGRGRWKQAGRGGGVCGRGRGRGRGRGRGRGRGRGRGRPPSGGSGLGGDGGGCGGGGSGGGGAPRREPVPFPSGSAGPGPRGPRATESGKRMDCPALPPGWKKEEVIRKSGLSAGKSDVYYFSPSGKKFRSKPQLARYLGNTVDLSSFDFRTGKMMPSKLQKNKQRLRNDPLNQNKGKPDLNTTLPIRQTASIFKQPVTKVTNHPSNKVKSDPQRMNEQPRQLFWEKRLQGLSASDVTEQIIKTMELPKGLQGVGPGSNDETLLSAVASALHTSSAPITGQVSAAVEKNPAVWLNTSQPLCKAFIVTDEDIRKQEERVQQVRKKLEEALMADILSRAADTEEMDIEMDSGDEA
DAX1 inh-2 – blocks DAX1 repression of SF-1 activated StAR promoter; HEK293T StAR-luciferase reporter, SF-1/DAX-1 repression relief; inhibition, % at 6.8 µM; actives 1.1% (n = 370,000); AID 652010;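 active means inhibition above the mean over all tested compounds plus 3 SD, cut at about 3.6% in these data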;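 further: 0% = DAX-1 cells with DMSO and 100% = cells lacking DAX-1 with DMSO; higher inhibition means more luminescence from relief of DAX-1 repression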
PLCg1 inh – PLC-gamma1 (human) inhibition, primary screen; actives 0.84% (n = 370,000); P19174; inhibition, % at 12.2 µM; purified PLC-gamma1, fluorogenic substrate, fluorescence; in the data active means inhibition above about 9.5%
PLC-beta3 inh – inhibitors of human phospholipase C beta3; Q01970; Purified PLC-beta3, fluorogenic substrate, fluorescence; inhibition, % at 12.2 µM; actives 0.18% (n = 370,000); AID 720704; in the data active means inhibition above about 11%;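 further: 0% = median of compound wells on plate and 100% = full blocker control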
An asterisk follows results filed as active; · = no result given.

nr | structure | hgDAF12 agonist | hcDAF-12 act | DAX1 inh-1 | ssDAF-12 act | ADAM17 inh | SMARCA2 activ
1 | Oc1ccc(NC(=S)Nc2ccc(O)cc2)cc1 | -1.8 | -0.6 | 2.0 | -1.2 | -2 | -2
2 | CCCC(=O)c1ccc(N2CCN(C(=O)c3ccc(Br)cc3)CC2)c(F)c1 | -0.8 | -1.0 | -0.9 | -1.1 | -1 | 3
3 | O=C(CSCc1ccc([N+](=O)[O-])cc1)Nc1ccccc1C(=O)O | -3.2 | -1.0 | 2.3 | -0.7 | -1 | -1
4 | O=C(Nc1ccccc1C(=O)Nc1ccccn1)c1cc(F)c(F)cc1Cl | -0.1 | -2.0 | 0.3 | -1.4 | 3 | 3
5 | CC(C)c1ccc(/C=N/NC(=O)c2nnn(-c3nonc3N)c2CSC2=NCCS2)cc1 | 0.7 | -3.1 | -2.3 | -0.3 | 5 | 2
6 | C/C(=C\C(=O)c1ccccc1)Nc1ccc(Cl)c(Br)c1 | -1.6 | 1.9 | -0.3 | -0.3 | -2 | -1
7 | COc1ccc(NC(=O)Nn2cnnc2)cc1OC | -1.2 | 1.6 | -0.1 | -1.1 | -8 | -2
8 | CCOC(=O)C1CCCN(C(=O)c2ccc([N+](=O)[O-])c(C)c2)C1 (stereo not given) | -2.1 | -1.7 | -0.1 | -0.3 | 0 | 3

nr | NR1D1 modulator | MBD2 DNA inh | DAX1 inh-2 | PLCg1 inh | PLC-beta3 inh
1 | -7 | -4 | -0.9 | -2 | -3
2 | 10 | 2 | -0.4 | 3 | 3
3 | 0 | -4 | 0.7 | 3 | 1
4 | -4 | 0 | -0.2 | 1 | -4
5 | 4 | -2 | 0.4 | 1 | 1
6 | 4 | -4 | 0.1 | -2 | 0
7 | -1 | -1 | 0.8 | -1 | -6
8 | -4 | -1 | 0.2 | 1 | 1

Following part
nr | structure | hgDAF12 agonist | hcDAF-12 act | DAX1 inh-1 | ssDAF-12 act | ADAM17 inh | SMARCA2 activ
9 | Cc1cccc(OCc2nnc(SCc3nc4cc(C(F)(F)F)ccc4c(=O)[nH]3)o2)c1 | -1.8 | -0.7 | -1.3 | -0.9 | -3 | 1
10 | O=C(Nc1cccc(S(=O)(=O)N2CCCCC2)c1)C1=NN(c2ccccc2)C(=O)CC1 | -1.7 | 4.7 | 0.3 | -0.3 | 1 | 0
11 | Cc1ccccc1OCCN1C(=O)C(=O)c2cccc(C)c21 | 0.9 | -0.4 | -0.8 | -0.5 | 1 | 0
12 | CCOc1ccc(C(C)C)cc1S(=O)(=O)N1CCN(C(=O)c2ccco2)CC1 | -2.1 | -1.1 | -0.3 | -1.9 | 0 | -2
13 | CCCCN(Cc1cc2ccccc2[nH]c1=O)S(=O)(=O)c1ccc(C)cc1 | 0.7 | -2.9 | -4.3 | -1.7 | -3 | -2
14 | COc1ccc(NS(=O)(=O)c2cccc(Cl)c2Cl)cc1S(=O)(=O)N1CCCCC1 | -0.8 | 3.0 | -1.3 | -1.6 | -2 | -2
15 | O=C(O)c1cccc(O)c1O | 3.8 | -3.1 | -0.7 | -1.2 | -5 | -4
16 | CCOC(=O)[C@@]12CCCC=C1N(CCc1ccc(Cl)cc1)C(=O)[C@H]2CC(=O)NCC1CCCCC1 | 0.7 | -2.6 | · | -1.5 | 3 | -2

nr | NR1D1 modulator | MBD2 DNA inh | DAX1 inh-2 | PLCg1 inh | PLC-beta3 inh
9 | 2 | 1 | -0.1 | -13 | -15
10 | 0 | -1 | -0.9 | -6 | -13
11 | -1 | -7 | -0.1 | 0 | 3
12 | 1 | 0 | -0.2 | 0 | -2
13 | -2 | 1 | -1.4 | 0 | -2
14 | 4 | 6 | 0.0 | 0 | -3
15 | -11 | 2 | 0.2 | 0 | 0
16 | 1 | -1 | -0.3 | 1 | 0

Next part:
nr | structure | hgDAF12 agonist | hcDAF-12 act | DAX1 inh-1 | ssDAF-12 act | ADAM17 inh | SMARCA2 activ
17 | CC1CC(C)CN(CCCNC(=O)Cn2ncc3c(=O)oc4ccccc4c32)C1 (stereo not given) | 3.6 | -0.1 | -1.0 | 0.5 | 2 | -2
18 | Cc1cc(NC(=O)C2CC(c3ccc(Cl)cc3)=NO2)no1 (stereo not given) | 2.6 | -0.8 | -0.7 | -1.2 | 1 | -2
19 | C[C@@H]1O[C@H](C2CCCC2)Cc2[nH]c(=S)[nH]c(=O)c21 | 0.6 | 1.9 | · | -1.0 | 2 | 2
20 | Cc1[nH]c2ccccc2c1/C=N/Nc1cccc(C(=O)O)c1 | 13* | 11* | -2.7 | 0.9* | -15 | 5
21 | CCn1nc(C)c(CNC(=O)C2CCC(=O)N(Cc3cccc(F)c3)C2)c1C (stereo not given) | 0.7 | 2.3 | -0.3 | -1.3 | -6 | -2
22 | CN1c2ccccc2Oc2c(c(=O)n(C)c(=O)n2C)C1c1cccc([N+](=O)[O-])c1 (stereo not given) | -1.4 | 1.2 | 1.2 | -1.1 | -2 | 0
23 | Cc1ccccc1-c1nc(S(=O)(=O)c2ccccc2)c(NCCCN2CCOCC2)o1 | 0.7 | -1.8 | 1.0 | -0.8 | 0 | -2
24 | O=S(=O)(NCC(c1cccnc1)N1CCOCC1)c1ccc(Cl)cc1 (stereo not given) | 1.0 | 1.0 | 1.6 | -1.6 | 0 | 3

nr | NR1D1 modulator | MBD2 DNA inh | DAX1 inh-2 | PLCg1 inh | PLC-beta3 inh
17 | -4 | -2 | -0.3 | -1 | 0
18 | -1 | -2 | 0.1 | 9 | 12*
19 | -6 | -2 | 0.3 | -5 | -3
20 | 1 | 4 | 1.3 | -122 | -170
21 | 6 | 4 | -0.8 | 1 | -5
22 | -1 | -3 | 0.0 | 7 | 4
23 | 15 | -2 | -0.4 | -8 | -6
24 | -5 | -6 | 0.0 | -2 | 0

The results go on.
nr | structure | hgDAF12 agonist | hcDAF-12 act | DAX1 inh-1 | ssDAF-12 act | ADAM17 inh | SMARCA2 activ
25 | Nc1nc(SCc2ccccc2)c2[nH]cnc2n1 | -1.7 | -1.4 | 2.8 | -1.4 | -3 | -2
26 | CC(=O)c1c(C)[nH]c(C(=O)OCC(=O)Nc2sc3c(c2C#N)CCCC3)c1C | -0.9 | -2.9 | -0.4 | -1.5 | -2 | -3
27 | N/C(=N\OC(=O)c1ccc2c(c1)OCO2)c1cccnc1 | 14* | 4.5 | 1.0 | 1.1* | -1 | 4
28 | CN(C)c1ccc(CN(C(=O)COc2ccc(Br)cc2)C2CCS(=O)(=O)C2)cc1 (stereo not given) | -1.9 | 0.1 | 0.1 | -1.5 | 1 | 1
29 | COc1ccccc1NC(=O)CCc1nc(-c2cccs2)no1 | -0.2 | 0.1 | -0.2 | -1.0 | -5 | -1
30 | CN1C(=O)N(C)c2ccc(Br)c3cccc1c23 | 0.9 | -1.6 | 0.3 | -1.5 | -1 | -2
31 | O=C(CC1CC1)N[C@@H]1CC[C@@H](CCNS(=O)(=O)c2ccc(F)cc2)O[C@@H]1CO | 0.1 | 2.3 | · | -0.7 | 1 | -3
32 | CC(C)CNC(=O)c1ccccc1NC(=O)CN(c1ccc2c(c1)OCCO2)S(C)(=O)=O | -2.1 | -2.7 | 0.6 | -1.5 | 1 | -2

nr | NR1D1 modulator | MBD2 DNA inh | DAX1 inh-2 | PLCg1 inh | PLC-beta3 inh
25 | 5 | 4 | 0.0 | 3 | -3
26 | 5 | 1 | -0.8 | -8 | -7
27 | 0 | 0 | 1.9 | 1 | 2
28 | 3 | -2 | -0.9 | 0 | 0
29 | 3 | -7 | -0.6 | 5 | -1
30 | 89* | -1 | -0.3 | 1 | -15
31 | -7 | -4 | -0.5 | 0 | 2
32 | -3 | 3 | 0.5 | 1 | 0

Some of the entries so far, with tabs:
cpd	Structure	hgDAF12 agonist	hcDAF-12 act	DAX1 inh-1	ssDAF-12 act	ADAM17 inh	SMARCA2 activ	NR1D1 modulator	MBD2 DNA inh	DAX1 inh-2	PLCg1 inh	PLC-beta3 inh
27	N/C(=N\OC(=O)c1ccc2c(c1)OCO2)c1cccnc1	14*	4.5	1.0	1.1*	-1	4	0	0	1.9	1	2
28	CN(C)c1ccc(CN(C(=O)COc2ccc(Br)cc2)C2CCS(=O)(=O)C2)cc1 (stereo not given)	-1.9	0.1	0.1	-1.5	1	1	3	-2	-0.9	0	0
29	COc1ccccc1NC(=O)CCc1nc(-c2cccs2)no1	-0.2	0.1	-0.2	-1.0	-5	-1	3	-7	-0.6	5	-1

The list continues:
nr | structure | hgDAF12 agonist | hcDAF-12 act | DAX1 inh-1 | ssDAF-12 act | ADAM17 inh | SMARCA2 activ
33 | Cc1ccc(-n2ncc3c(=O)n(CC(=O)NC4CCCC4)cnc32)cc1C | -1.0 | -0.5 | -0.2 | -1.7 | -4 | 0
34 | Cc1ccc(C)c(OCC(=O)N2CCOCC2)c1 | 0.5 | 0.5 | 0.8 | -1.2 | -5 | -1
35 | O=C(CN1C(=O)c2ccccc2S1(=O)=O)NCc1ccc(F)cc1 | -0.1 | -1.0 | 0.8 | -0.5 | -6 | -2
36 | C[n+]1c2n(c3ccccc31)N=C(c1cc(C(C)(C)C)c(O)c(C(C)(C)C)c1)CS2 | -14 | -5.5 | -8.7 | -3.3 | 1 | -12
37 | C#CCN1N=C(c2ccc(C)cc2)CSC1=O | -0.1 | -0.8 | · | -1.5 | -2 | 0
38 | N#CCc1ccc(C(=O)c2ccccc2F)s1 | 0.6 | -0.2 | -0.4 | -0.5 | -3 | 3
39 | COc1ccc2cc(-c3[nH]ncc3CN3CCCN(c4ccccc4)CC3)ccc2c1 | 1.0 | 0.7 | -0.7 | -0.8 | 7 | 0
40 | CCOC(=O)N1CCC(NC(=O)c2ccc(CS(=O)c3cccc(C)c3)o2)CC1 (stereo not given) | 0.9 | -0.8 | 0.9 | -0.7 | -4 | -3

nr | NR1D1 modulator | MBD2 DNA inh | DAX1 inh-2 | PLCg1 inh | PLC-beta3 inh
33 | 3 | -2 | -0.4 | 0 | -1
34 | -6 | -5 | -0.6 | 1 | 3
35 | -4 | 1 | 0.5 | -1 | -4
36 | -3 | -3 | -3.7 | 8 | 1
37 | 1 | 1 | -0.1 | 1 | -9
38 | 1 | -2 | -0.5 | -8 | -8
39 | 7 | 0 | 0.3 | 4 | -1
40 | -7 | 3 | -0.4 | 2 | -5

(next part)
nr | structure | hgDAF12 agonist | hcDAF-12 act | DAX1 inh-1 | ssDAF-12 act | ADAM17 inh | SMARCA2 activ
41 | CC(C)c1ccc(S(=O)(=O)N2CCN(CC(=O)c3ccc(O)c(O)c3)CC2)cc1 | 1.2 | 0.0 | -0.6 | -1.3 | -4 | -1
42 | CC(C)NC(=O)CSc1nnc(-c2ccco2)n1N | 3.1 | -0.9 | 0.2 | -1.2 | -2 | -1
43 | O=C(NCN1CCCCC1)c1cccnc1 | -0.1 | 0.1 | -1.2 | -1.4 | 0 | 0
44 | COc1ccc(Cl)cc1NC(=O)CN1C(=O)NC2(CCCC2)C1=O | 1.0 | 1.4 | -1.4 | -0.9 | -1 | 3
45 | N/C(Cc1ccc(Cl)cc1Cl)=N\OC(=O)Cc1ccccc1 | -0.4 | -1.2 | -0.5 | -0.3 | 1 | -1

nr | NR1D1 modulator | MBD2 DNA inh | DAX1 inh-2 | PLCg1 inh | PLC-beta3 inh
41 | -1 | -5 | -0.2 | 0 | -7
42 | -2 | -3 | 0.1 | 1 | 1
43 | 0 | 4 | 0.2 | 0 | 2
44 | 3 | 4 | -0.2 | 3 | -2
45 | 3 | 3 | 0.2 | 4 | 1

Source: PubChem BioAssay
